Assay outcomes from PubChem BioAssay.
AGP1 TOR yeast: alters AGP1-GFP fluorescence in TOR pathway yeast screen; S. cerevisiae AGP1-GFP multiplex flow cytometry, 3 h; GFP as percent of DMSO wells; GFP response vs DMSO, % at 10 µM; hit rate 0.02% among 320,000; AID 2066;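 active = GFP response relative to DMSO above a set limit, near screen average plus 3 SD, cut at about 150% in these data; inconclusive = fewer than 70 cells counted for the yeast strain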;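 note: median GFP channel fluorescence of the gated AGP1 strain per well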
VLA-4 inh: inhibition in a human VLA-4 binding assay; VLA-4 expressing cells, ligand binding flow cytometry; inhibition, % (about 7 µM as worked out from the volumes in the protocol); hit rate 0.2% among 330,000; AID 2557; in the data active = inhibition above about 50%
GLD-1 RNA inh: GLD-1-TGE RNA interaction inhibition (C. elegans) | purified GLD-1 + fluorescein TGE RNA, fluorescence polarization | inhibition, % at 5.96 µM | hit rate 0.44% among 320,000 | AID 2280;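 active = percent inhibition above a per-plate cutoff, the plate mean of test compounds plus 3 SD, cut at about 30% in these data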;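 note: 0% = DMSO wells with GLD-1 and probe and 100% = wells lacking GLD-1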
Fam108B counter: Fam108B inhibition, counter-screen for RBBP9 inhibitors; recombinant Fam108B, FP-Rh probe fluorescence polarization; inhibition, % at 9.51 µM; hit rate 0.33% among 300,000;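 active = inhibition above the screen mean inhibition plus 3 SD, computed separately per campaign, cut at about 18% in these data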;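 note: inhibitors lower polarization as less probe binds the enzyme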
MEX-5 binding: C. elegans MEX-5 TCR-2 RNA binding activity | Q9XUB2 | MEX-5/FITC-TCR2 RNA binding, fluorescence polarization; stronger effect = lower value | activity score (negative = inhibition of binding), % at 10 µM | hit rate 0.38% among 300,000;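 active = inhibition past about -25% in most replicates, and total fluorescence under double the plate's negative control median, limit read from the data; inconclusive = replicates evenly split on the limit, or fluorescence at least double controls; inactive = too little inhibition in most replicates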;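 note: 0% = DMSO and -100% = 5 µM competing unlabeled TCR2 RNA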
MCL1-BIM inh: disrupts human MCL1 binding to BIM-BH3 peptide. GST-MCL1 / FITC-Bim-BH3 fluorescence polarization. inhibition, % at 10.9 µM. hit rate 0.68% among 320,000. AID 2057;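 active = inhibition above the mean inhibition of all tested compounds plus 3 SD, set per campaign, cut at about 40% in these data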;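 note: 0% = DMSO wells and 100% = unlabeled Bim-BH3 peptide control; higher means more loss of mP so more displacement of Bim peptide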
CIT2-GFP yeast: modulators of TOR pathway CIT2-GFP in S. cerevisiae; GFP response vs DMSO, % at 10 µM; S. cerevisiae CIT2-GFP strain, flow cytometry, 3 h; 100 means same as DMSO wells; hit rate 0.065% among 320,000; AID 2029;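 active = GFP response relative to DMSO above a set limit, near the screen mean plus 3 SD, cut at about 150% in these data; inconclusive = Fewer than 70 cells measured for a yeast strain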;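 note: ratio of well median GFP fluorescence to mean of DMSO wells on the plate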
Bcl-xL primary: inhibitors of human Bcl-xL; Q07817; GST-Bcl-xL / FITC-Bim BH3 peptide fluorescence polarization; inhibition, % at 10.9 µM; hit rate 0.7% among 320,000;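 active = inhibition above the mean of all tested compounds plus 3 SD, cutoff set per campaign, cut at about 30% in these data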;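 note: 0% = DMSO wells and 100% = unlabeled Bim-BH3 peptide competitor; inhibitors lower millipolarization by displacing the labeled peptide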
Target sequence (Q07817 whole entry, looked up): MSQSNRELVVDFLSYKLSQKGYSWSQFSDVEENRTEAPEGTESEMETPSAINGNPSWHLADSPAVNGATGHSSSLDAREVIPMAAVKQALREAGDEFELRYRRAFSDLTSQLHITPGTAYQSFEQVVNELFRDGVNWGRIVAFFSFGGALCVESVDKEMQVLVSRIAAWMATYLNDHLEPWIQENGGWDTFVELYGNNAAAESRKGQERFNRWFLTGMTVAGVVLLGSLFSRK
GRK2 aptamer HTS: inhibitors of human GRK2 displacing RNA aptamer; P25098; bead flow cytometry, FAM-aptamer displacement from GRK2; hit rate 0.59% among 330,000; inhibition of aptamer binding, % at 10 µM;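 active = inhibition of aptamer binding above 40%, roughly 3 SD of noise, on plates passing a quality check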;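 note: median bead fluorescence of bound FAM aptamer so fluorescent compounds give negative values; no value below 0 was filed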
Target sequence (P25098 whole entry, looked up): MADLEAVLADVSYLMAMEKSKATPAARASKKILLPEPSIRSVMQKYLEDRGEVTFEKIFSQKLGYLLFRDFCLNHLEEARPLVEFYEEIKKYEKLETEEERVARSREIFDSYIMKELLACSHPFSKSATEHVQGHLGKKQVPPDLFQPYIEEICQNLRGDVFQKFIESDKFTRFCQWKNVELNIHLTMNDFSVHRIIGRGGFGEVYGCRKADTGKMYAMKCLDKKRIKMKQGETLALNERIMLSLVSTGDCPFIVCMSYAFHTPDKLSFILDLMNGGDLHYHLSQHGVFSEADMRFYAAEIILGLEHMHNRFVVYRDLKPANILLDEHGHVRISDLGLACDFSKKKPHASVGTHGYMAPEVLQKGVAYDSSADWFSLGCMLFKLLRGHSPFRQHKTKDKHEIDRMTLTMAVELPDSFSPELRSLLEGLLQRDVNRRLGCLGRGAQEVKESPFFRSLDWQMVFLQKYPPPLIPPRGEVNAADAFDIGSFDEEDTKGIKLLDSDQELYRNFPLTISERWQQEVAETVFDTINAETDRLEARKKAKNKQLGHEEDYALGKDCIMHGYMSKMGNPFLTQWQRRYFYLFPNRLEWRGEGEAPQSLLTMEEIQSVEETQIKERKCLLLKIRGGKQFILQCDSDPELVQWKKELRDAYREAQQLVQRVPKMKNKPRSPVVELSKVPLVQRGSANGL
* hit, by the source's call; ? = inconclusive; / = no result given; & = joins results of further samples; [ ] = another dose, or the depositor's remark.

Molecule	AGP1 TOR yeast	VLA-4 inh	GLD-1 RNA inh	Fam108B counter	MEX-5 binding	MCL1-BIM inh	CIT2-GFP yeast	Bcl-xL primary	GRK2 aptamer HTS
CCN(C1CCCCC1)S(=O)(=O)c1ccc(S(=O)(=O)NCCc2ccncc2)cc1	104	-2	2	3	-1.9	1	108	2	0
CC(C)n1nnnc1SCC(=O)NCCc1ccccc1	102	-4	1	4	0.6	1	100	4	0
Cc1cccc(N(CC(=O)NC(C)(C)C)C(=O)CS(=O)CC(=O)Nc2ccc3c(c2)OCO3)c1 (centres undefined)	89	0	7	3	-0.8	1	106	5	1
O=S1(=O)CC(O)C(Nc2ccccc2)C1 (centres undefined)	/	1	1	2	-1.3	8	100	4	0
CCOC(=O)c1ccc(N2C(=O)CC(NNC(=O)c3ccc(Br)s3)C2=O)cc1 (centres undefined)	104	10	3	-4	-1.4	-8	97	-9	0
O/N=C(/c1ccccc1)c1cc2cc(Br)cc(Br)c2o1	99	-8	-3	-5	0.1	4	101	5	1
CCc1ccc2oc(-c3cc(N)ccc3O)nc2c1	91	4	-2	5	0.1	3	88	2	0
CCS(=O)(=O)Nc1ccc(Cc2ccncc2)cc1	105	4	-4	-3	0.7	5	103	4	4
COc1ccc(NC(=O)Nc2nnc(-c3ccccc3SCc3ccccc3)s2)cc1	97	9	3	9	-1.5	5	97	1	0
COc1ccc(CC(=O)Nc2ccc3c(c2)C(=O)N(CCC(=O)O)C3=O)cc1	102	-3	9	3	-1.8	-3	109	4	2
COc1ccc(CCN2CC(C(=O)O)CC2=O)cc1OC (centres undefined)	97	3	7	-4	0.3	0	105	2	0
CCn1c(CNC(=O)c2ccccc2F)cc2cc(C)ccc21	98	1	/	/	-3.4	/	90	/	0
O=C(NCCCN1CCCCCC1)C1CCCN(S(=O)(=O)c2cccc3nsnc23)C1 (centres undefined)	109	0	5	0	-0.6	0	105	-2	0
COc1cccc(-c2nc(NCc3cccnc3)c3ccccc3n2)c1O	42[may fluoresce violet]	8	/	/	-1.6	/	?	/	0
COCCOC(=O)C1=C(C)NC(=O)NC1c1ccco1 (centres undefined)	98	1	5	0	-0.5	4	95	7	1
CCOC(=O)c1cc[nH]c1C	102	9	-2	3	-2.5	0	104	0	3
N#CCC(=O)NNC(=S)NC(=O)C(c1ccccc1)c1ccccc1	101	3	2	0	3.4	14	100	10	1
CCCS(=O)(=O)NCCc1csc(-c2ccc(OC)c(OC)c2)n1	96	8	8	1	-1.0	5	105	4	2
Cc1cc(C)cc(NC(=O)NC2CCN(CC(=O)Nc3cccc(Cl)c3C)CC2)c1	109	17	10	0	0.6	-4	102	3	0
CCN1CCN(Cc2c(O)ccc3c2O/C(=C\C=C\c2ccccc2)C3=O)CC1	68	-25	2	0	?	16	61	25	8
Cc1ccccc1C(=O)NCC(=O)c1ccccc1	103	3	-5	-3	0.9	0	98	-1	1
COC(=O)c1cc(NS(=O)(=O)c2ccc(C(C)C)cc2)ccc1N1CCOCC1	105	11	1	-2	1.6	5	90	7	3
Cc1c(C(=O)NNC(=S)Nc2ccc(S(N)(=O)=O)cc2)oc2ccccc12	92	0	3	5	-21	10	93	11	0
Nc1ccc(C(=O)N2CCN(S(=O)(=O)/C=C/c3ccccc3)CC2)cc1[N+](=O)[O-]	99	6	7	-1	-1.2	-1	95	-1	2
CC1CCCC(C)N1/N=C/c1ccc(C(=O)O)cc1 (centres undefined)	110	3	2	-1	-0.8	-1	108	7	2

(list continues)
Molecule	AGP1 TOR yeast	VLA-4 inh	GLD-1 RNA inh	Fam108B counter	MEX-5 binding	MCL1-BIM inh	CIT2-GFP yeast	Bcl-xL primary	GRK2 aptamer HTS
O=C(COC(=O)c1ccc(NS(=O)(=O)c2ccc3c(c2)OCCO3)cc1)NCC1CCCO1 (centres undefined)	106	7	1	1	1.9	5	100	4	0
CCn1nnnc1-c1ccc(OC)c(S(=O)(=O)Nc2ccc(C(=O)OC)cc2)c1	107	21	7	1	0.4	9	105	8	0
O=C(NNC(=O)c1ccc(Cl)s1)c1csc(N2CCOCC2)n1	105	5	-5	2	-0.1	-5	105	0	0
O=C(COc1ccccc1/C=C\c1[nH]c(=O)[nH]c(=O)c1[N+](=O)[O-])Nc1ccccc1	111	19	9	-5	-1.8	-4	110	9	0
Cc1[nH]c(=O)[nH]c(=O)c1/C=N/NC(=O)CCNC(=O)OC(C)(C)C	105	5	-3	6	1.8	5	103	3	0
Cc1nnc2c(NCC(C)c3ccccc3)nc3ccccc3n12 (centres undefined)	97	2	/	/	-0.9	/	97	/	2
CCOc1ccc(NS(=O)(=O)c2ccc(C(=O)NCC(c3ccc(OC)cc3)N3CCCC3)cc2)cc1 (centres undefined)	113	6	0	-5	3.2	-6	97	-4	0
COc1ccc(CNC(=O)CCN2C(=O)c3ccccc3S2(=O)=O)cc1	105	4	3	0	-2.6	-4	98	4	0
CC(C)c1ccccc1NC(=O)COC(=O)C1(C)CC1(Cl)Cl (centres undefined)	88	11	-9	1	1.7	5	87	5	0
O=C(COc1ccccc1)Nc1ccccc1Cl	100	-5	5	1	-0.7	9	102	0	5
S=c1[nH]nc(-c2ccco2)n1/N=C/C=C/c1ccccc1	104	-18	1	2	-0.4	-12	109	-15	1
CCOc1ccc(-n2c(C)c(C(C)=O)c3cc(OC(C)=O)ccc32)cc1	99	2	-3	-4	-1.7	8	104	4	3
COc1ccc(NC(=O)c2sc(SC)nc2N)cc1	85	6	4	5	2.4	2	96	6	0
O=C1C(Cl)=C(N2CCCCCC2)C(=O)N1c1ccc(Cl)cc1	95	15	-4	-5	0.0	-4	105	2	3
O=C(COC(=O)C1CC2C=CC1C2)NCc1ccc(F)cc1 (centres undefined)	108	-2	6	-3	0.9	1	112	2	2
COCCNC(=O)CSc1ccccc1C(=O)NC1CCSc2ccccc21 (centres undefined)	97	-3	-3	-2	0.6	9	93	1	0
O=[N+]([O-])c1ccc(-c2ccc(S(=O)(=O)NCCN3CCCC3)cc2)cc1	101	5	6	-1	2.5	-2	96	2	0
Cc1nnc(NC(=O)CSc2nccn2Cc2ccccc2)s1	98	3	1	1	1.2	2	94	-1	86*
COc1ccc(C(=O)NC(C)Cn2nc(C)cc2C)cc1OC1CCN(C(C)=O)CC1 (centres undefined)	91	17	/	/	1.4	/	98	/	0
COc1ccc(Cl)cc1NS(=O)(=O)c1ccc(OC)c(OC)c1	?	-2	4	-1	-0.5	6	?	7	0
O=C1CC(NN2CCCCC2)C(=O)N1c1ccccc1 (centres undefined)	107	-2	8	-1	-1.0	3	94	5	0
O=C(CCN1C(=O)c2ccccc2C1=O)Nc1ccc(-c2nc3ccccc3o2)cc1	92	20	-5	-6	-3.6	9	88	5	0
CC(C)C(=O)Nc1cccc(NC(=O)c2cccnc2)c1	99	-8	-1	1	-0.4	7	103	5	0
Cc1ccc(S(=O)(=O)N2CCN(S(=O)(=O)N3CCC(C)CC3)CC2)cc1C	97	3	2	2	-3.4	1	105	-1	1
Cc1ccc(CNC(=O)CCc2nnc3ccc(NCCCN4CCCC4=O)nn23)cc1	102	22	1	-2	1.7	2	102	4	0

(listing goes on)
Molecule	AGP1 TOR yeast	VLA-4 inh	GLD-1 RNA inh	Fam108B counter	MEX-5 binding	MCL1-BIM inh	CIT2-GFP yeast	Bcl-xL primary	GRK2 aptamer HTS
Cc1csc2ncc(C(=O)Nc3ccccc3F)c(=O)n12	101	-19	8	0	4.4	2	99	3	0
CC(=O)Nc1cccc(-n2nnc(SCC(=O)c3ccccc3)n2)c1	/	-2	4	-2	0.0	2	/	4	0
O=C(NCCCOc1cccc(CN2CCCCC2)c1)c1ccc(Cl)c(Cl)c1	104	-2	3	2	-1.2	2	102	7	0
N#Cc1c2c(c(NCCOCCO)n3c1nc1ccccc13)CCCC2	96	-9	3	8	-17	6	99	5	1
CS(=O)(=O)NCc1nnc(SCc2ccccc2C(F)(F)F)o1	96	5	-2	-4	0.5	-4	90	4	2
O=[N+]([O-])c1cc(C(F)(F)F)ccc1NCCCCNS(=O)(=O)c1ccc(Cl)cc1	96	-1	6	-16	-0.5	-3	102	0	13
O=C(NCc1cccs1)c1cc2c(s1)CCCC2	95	29	-2	0	-1.5	-7	89	-3	0
O=C(/C=C/c1ccc(S(=O)(=O)N2CCOCC2)cc1)Nc1ccc(F)c(F)c1F	99	-7	5	/	/	/	99	/	1
CCc1ccc(S(=O)(=O)Nc2ccc(Cl)cn2)cc1	94	-4	/	/	1.1	/	107	/	1
CCCCCC(C)NC(=S)NC(=O)c1cc(S(=O)(=O)N2CCOCC2)ccc1C (centres undefined)	92	-14	8	-6	0.0	15	94	4	0
Cc1ncc(CO)c(/C=N/NC(=O)c2cccc(S(=O)(=O)N3CCCC3)c2)c1O	105	-1	22	4	-5.3	14	91	7	0
CCOC(=O)C1CCCN(C(=O)c2cc3nc(-c4cccc(OC)c4)cc(C(F)(F)F)n3n2)C1 (centres undefined)	99	14	1	-4	-2.7	5	97	4	0
CC1CCN(C2=C(NS(=O)(=O)c3ccc(Br)cc3)C(=O)c3ccccc3C2=O)CC1	98	-3	7	4	-1.8	7	103	6	0
COc1ccc(CCNC(=O)c2ccc3nc[nH]c3c2)cc1	98	22	4	2	-2.6	4	95	7	1
COc1cccc(C(=O)Nc2ccccc2C(=O)NC2CC2)c1	106	-4	-4	-2	3.1	5	100	7	0
CCC(=O)NNc1nc2c(C)cc(C)cc2s1	99	12	4	7	-1.4	-1	101	2	2
COc1ccc(C(=O)N2CCCC(c3nc(-c4cc(OC)c(OC)c(OC)c4)no3)C2)cc1 (centres undefined)	107	4	-1	1	0.4	2	104	-1	0
COc1ccc(CN2CC(C(=O)N3CC(C)CC(C)C3)CC2=O)cc1 (centres undefined)	103	5	-3	-2	0.1	7	112	3	0
CCOC(=O)c1ccc(NC(=O)NC2CC3CCC(C2)N3C(=S)NC)cc1 (centres undefined)	106	-9	-7	11	-2.0	0	113	2	2
C#Cc1cccc(NC(=O)Cc2cccs2)c1	103	-10	1	1	1.2	1	102	-2	1
O=C(COc1ccc(F)cc1)N1c2ccccc2CCc2ccccc21	96	17	6	0	2.4	7	108	5	1
O=C(O)CCSc1ccc2ccccc2n1	100&102	-9&16	2&-3	-1&1	0.9&0.8	6&3	96&97	7&4	4&0
COc1cc(C(F)(F)F)nc2ccc(C#CCOC(=O)Nc3ccccc3)cc12	100	23	3	-4	-1.5	5	91	36*	1
Cc1ccc(NS(=O)(=O)c2c(C)[nH]c(C)c2C(=O)N2CCCCC2)cc1Cl	112	-2	3	-2	0.5	5	114	2	0
Cc1cn(C(=O)c2ccccc2)c(=S)n1-c1ccc(Br)cc1	90	-12	9	-3	-2.0	6	91	6	0

Next entries.
Molecule	AGP1 TOR yeast	VLA-4 inh	GLD-1 RNA inh	Fam108B counter	MEX-5 binding	MCL1-BIM inh	CIT2-GFP yeast	Bcl-xL primary	GRK2 aptamer HTS
COc1ccc(CNC(=S)N/N=C/c2ccc(OC)c(OC)c2)cc1	100	8	5	3	-0.3	6	102	4	1
Cn1c(-c2ccccc2)cnc1SCC(N)=O	89	2	0	0	-2.5	1	89	2	0
CNCc1c(C)nn(-c2ccccc2)c1C	121	5	-4	-2	-1.1	2	124	3	0
COc1ccc(N2CCN(C(=O)c3ccccc3NC(=O)C3=C(C)OCCS3)CC2)cc1	97	9	8	2	0.7	5	94	4	3
COc1cc(OC)cc(-n2nnnc2SCC(=O)NCc2ccc3c(c2)OCO3)c1	112	-2	-5	-5	0.9	2	95	1	0
